# Source: PubChem
# TcdB GH inh: TcdB glycohydrolase inhibition; hit rate 0.24% among 350,000; P18177; TcdB glycohydrolase enzymatic assay, plate reader; inhibition, % at 9.99 µM; in the data active = inhibition above about 10%
# Target sequence (P18177 whole entry, looked up): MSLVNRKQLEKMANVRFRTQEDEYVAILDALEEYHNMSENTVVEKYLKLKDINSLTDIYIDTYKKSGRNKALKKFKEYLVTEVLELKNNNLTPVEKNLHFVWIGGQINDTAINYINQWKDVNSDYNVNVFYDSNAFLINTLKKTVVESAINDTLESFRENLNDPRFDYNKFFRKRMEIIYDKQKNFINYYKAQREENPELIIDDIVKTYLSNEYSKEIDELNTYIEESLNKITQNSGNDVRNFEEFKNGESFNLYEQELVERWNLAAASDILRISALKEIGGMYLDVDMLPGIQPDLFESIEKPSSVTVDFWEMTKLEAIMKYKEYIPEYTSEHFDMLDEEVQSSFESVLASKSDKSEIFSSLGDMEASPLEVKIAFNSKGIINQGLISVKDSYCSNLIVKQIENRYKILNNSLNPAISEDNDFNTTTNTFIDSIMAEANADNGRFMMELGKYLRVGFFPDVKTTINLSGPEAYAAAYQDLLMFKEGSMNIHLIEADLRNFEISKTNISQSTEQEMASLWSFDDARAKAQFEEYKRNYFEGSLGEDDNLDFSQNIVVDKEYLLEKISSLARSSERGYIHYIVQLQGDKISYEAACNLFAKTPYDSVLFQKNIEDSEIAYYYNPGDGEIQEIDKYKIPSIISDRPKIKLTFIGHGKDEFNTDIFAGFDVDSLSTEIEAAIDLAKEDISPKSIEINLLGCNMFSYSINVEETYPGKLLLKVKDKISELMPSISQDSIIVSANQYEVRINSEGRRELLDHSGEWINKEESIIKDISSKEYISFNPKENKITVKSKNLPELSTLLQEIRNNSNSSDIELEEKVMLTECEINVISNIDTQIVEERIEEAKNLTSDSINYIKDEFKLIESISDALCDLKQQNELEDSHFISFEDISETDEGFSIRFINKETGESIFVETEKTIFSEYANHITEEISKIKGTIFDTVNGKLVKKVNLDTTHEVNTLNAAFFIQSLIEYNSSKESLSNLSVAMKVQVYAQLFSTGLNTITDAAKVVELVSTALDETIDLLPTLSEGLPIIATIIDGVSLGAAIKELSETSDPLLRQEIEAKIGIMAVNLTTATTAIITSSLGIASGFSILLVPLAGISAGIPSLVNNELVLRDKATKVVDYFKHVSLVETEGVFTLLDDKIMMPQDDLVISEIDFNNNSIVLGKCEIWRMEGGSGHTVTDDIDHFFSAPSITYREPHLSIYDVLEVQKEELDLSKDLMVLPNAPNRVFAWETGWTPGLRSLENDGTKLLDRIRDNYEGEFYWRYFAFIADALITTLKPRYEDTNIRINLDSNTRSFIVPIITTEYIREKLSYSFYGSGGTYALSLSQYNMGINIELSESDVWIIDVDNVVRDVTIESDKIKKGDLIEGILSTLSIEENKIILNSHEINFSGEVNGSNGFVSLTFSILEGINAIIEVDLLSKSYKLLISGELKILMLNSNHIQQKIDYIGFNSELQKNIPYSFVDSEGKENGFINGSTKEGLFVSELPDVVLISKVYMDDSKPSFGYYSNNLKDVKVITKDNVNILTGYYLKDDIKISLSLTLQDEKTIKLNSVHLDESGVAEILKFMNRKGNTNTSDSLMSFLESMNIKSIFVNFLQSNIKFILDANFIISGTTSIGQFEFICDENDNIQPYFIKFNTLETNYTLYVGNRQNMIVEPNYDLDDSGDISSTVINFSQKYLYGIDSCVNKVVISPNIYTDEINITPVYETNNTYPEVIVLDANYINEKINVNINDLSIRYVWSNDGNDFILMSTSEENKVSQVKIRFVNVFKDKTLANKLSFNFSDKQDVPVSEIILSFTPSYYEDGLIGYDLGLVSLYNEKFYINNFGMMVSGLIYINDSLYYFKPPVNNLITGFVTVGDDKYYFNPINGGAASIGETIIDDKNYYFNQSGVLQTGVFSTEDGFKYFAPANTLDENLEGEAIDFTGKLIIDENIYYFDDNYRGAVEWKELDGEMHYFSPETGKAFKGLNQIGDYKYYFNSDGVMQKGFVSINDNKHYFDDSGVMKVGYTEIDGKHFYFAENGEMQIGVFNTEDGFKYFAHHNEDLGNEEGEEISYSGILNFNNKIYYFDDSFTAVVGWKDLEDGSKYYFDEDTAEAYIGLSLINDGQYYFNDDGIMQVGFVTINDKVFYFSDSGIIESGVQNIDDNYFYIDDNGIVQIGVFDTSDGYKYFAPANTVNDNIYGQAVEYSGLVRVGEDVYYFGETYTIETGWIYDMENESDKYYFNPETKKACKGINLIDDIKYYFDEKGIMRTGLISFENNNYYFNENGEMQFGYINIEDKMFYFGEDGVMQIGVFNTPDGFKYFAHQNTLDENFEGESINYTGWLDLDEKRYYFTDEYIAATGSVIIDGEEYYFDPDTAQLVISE
# Numbers without * were called inactive; & = joins results of further samples.
SMILES,TcdB GH inh
CO[C@H]1CN(C)C(=O)c2cc(NC(=O)C3CCC3)ccc2OC[C@H](C)N(CC2CCCCC2)C[C@@H]1C,-0.6
C[C@H]1CN([C@@H](C)CO)S(=O)(=O)c2ccc(C#CC3(O)CCCC3)cc2O[C@@H]1CN(C)C(=O)c1ccncc1,0.8
C[C@@H]1CN([C@H](C)CO)C(=O)c2cccc(NS(=O)(=O)c3ccccc3)c2O[C@H]1CN(C)Cc1ccccc1,-13.9
Cc1noc(C)c1NC(=O)N(C)C[C@H]1OCCCC[C@H](C)Oc2ccc(NC(=O)CCC(F)(F)F)cc2C(=O)N([C@@H](C)CO)C[C@@H]1C,-0.2
O=C(Cc1ccncc1)NCC[C@@H]1CC[C@@H](NC(=O)C2CCCC2)[C@@H](CO)O1,-0.5
C[C@H]1CN([C@@H](C)CO)C(=O)c2c(c3ccccc3n2C)-c2ccccc2CO[C@@H]1CN(C)C(=O)Nc1cccc(C(F)(F)F)c1,0.4
C[C@H](O)C#Cc1cnc2c(c1)C(=O)N([C@H](C)CO)C[C@@H](C)[C@H](CN(C)C(=O)c1ccncc1)O2,-2.4
COC(=O)C[C@H]1CC[C@H]2[C@@H](COC[C@@H](O)CN2CCC(F)(F)F)O1,-0.9
O=C(C[C@@H]1C[C@H]2c3cc(NC(=O)CC4CC4)ccc3O[C@H]2[C@@H](CO)O1)NCc1cc(F)ccc1F,-0.6
Cc1ccc(S(=O)(=O)Nc2ccc3c(c2)C(=O)N([C@@H](C)CO)C[C@@H](C)[C@H](CN(C)CC2CC2)O3)cc1,0.1

# The list goes on (5 carried over from the part before).
SMILES,TcdB GH inh
C[C@H]1CN([C@@H](C)CO)C(=O)c2c(c3ccccc3n2C)-c2ccccc2CO[C@@H]1CN(C)C(=O)Nc1cccc(C(F)(F)F)c1,0.4
C[C@H](O)C#Cc1cnc2c(c1)C(=O)N([C@H](C)CO)C[C@@H](C)[C@H](CN(C)C(=O)c1ccncc1)O2,-2.4
COC(=O)C[C@H]1CC[C@H]2[C@@H](COC[C@@H](O)CN2CCC(F)(F)F)O1,-0.9
O=C(C[C@@H]1C[C@H]2c3cc(NC(=O)CC4CC4)ccc3O[C@H]2[C@@H](CO)O1)NCc1cc(F)ccc1F,-0.6
Cc1ccc(S(=O)(=O)Nc2ccc3c(c2)C(=O)N([C@@H](C)CO)C[C@@H](C)[C@H](CN(C)CC2CC2)O3)cc1,0.1
CCN1[C@@H]2Cn3c(ccc(-c4cccnc4)c3=O)[C@H]1[C@@H](C(=O)NCc1ccccc1)[C@@H]2CO,-2.0
C[C@@H]1CCCCO[C@H](CN(C)Cc2ccc3c(c2)OCO3)[C@H](C)CN([C@H](C)CO)C(=O)c2cc(NC(=O)NC3CCCCC3)ccc2O1,1.5
Cc1ccccc1S(=O)(=O)NCC[C@@H]1CC[C@@H](NC(=O)Nc2cccc(Cl)c2)[C@H](CO)O1,-1.1
Cc1ccc(NC(=O)Nc2ccc3c(c2)C(=O)N(C)[C@@H]2CC[C@@H](CC(=O)NCC(F)(F)F)O[C@H]2CO3)cc1,4.5
C[C@@H]1CN([C@@H](C)CO)C(=O)c2cc(NS(=O)(=O)c3ccc(F)cc3)ccc2O[C@@H](C)CCCCO[C@@H]1CN(C)C(=O)c1ccccc1,0.1
COc1ccc(NC(=O)N(C)C[C@H]2OCCCC[C@@H](C)Oc3ccc(NS(C)(=O)=O)cc3C(=O)N([C@H](C)CO)C[C@@H]2C)cc1,-0.9
C/C=C/c1ccc([C@H]2[C@@H](CO)N(Cc3ccc(F)cc3)[C@H]2CNC(C)=O)cc1,0.7
O=C(C[C@H]1C=C[C@@H](NC(=O)c2ccncc2)[C@H](CO)O1)NCCc1ccncc1,-0.2
COc1ccc(NC(=O)N(C)C[C@H]2OCCCC[C@H](C)Oc3ccc(NC(=O)C4CCCCC4)cc3C(=O)N([C@@H](C)CO)C[C@H]2C)cc1,-0.4
C[C@@H]1CN([C@H](C)CO)C(=O)c2cc(/C=C/c3ccccc3)cnc2O[C@H]1CN(C)Cc1ccccc1,-0.6
O=C(C[C@@H]1CC[C@@H](NC(=O)Nc2cc(F)ccc2F)[C@@H](CO)O1)Nc1ccc(-c2ccccc2)cc1,-5.1
COc1ccc(S(=O)(=O)Nc2cccc3c2O[C@@H](CN(C)S(C)(=O)=O)[C@@H](C)CN([C@H](C)CO)C3=O)cc1,-2.9
COc1ccc2c3c([nH]c2c1)[C@H](CO)N(C(=O)Cc1ccccc1)CC31CCN(C)CC1,0.5
COCCNC(=O)C[C@H]1CC[C@H]2[C@H](COc3ccc(NS(=O)(=O)c4ccc(Cl)cc4)cc3C(=O)N2C)O1,-0.7
C[C@@H]1CN([C@@H](C)CO)C(=O)c2cc(NC(=O)Nc3ccc(C(F)(F)F)cc3)ccc2O[C@@H](C)CCCCO[C@H]1CN(C)S(=O)(=O)c1ccc(F)cc1,-0.3
C[C@@H]1CN([C@@H](C)CO)C(=O)c2cc(NS(=O)(=O)c3cn(C)cn3)ccc2O[C@@H](C)CCCCO[C@@H]1CN(C)C(=O)Nc1ccc2c(c1)OCO2,-0.7
CNC(=O)C[C@H]1CC[C@@H]2[C@H](COc3ccc(NC(=O)Nc4cccc(Cl)c4)cc3C(=O)N2C)O1,3.3
CC(C)CC#Cc1ccc2c(c1)O[C@@H](CN(C)C(=O)NC(C)C)[C@@H](C)CN([C@H](C)CO)S2(=O)=O,-1.1
C[C@@H]1CN([C@H](C)CO)C(=O)Cc2cc(NC(=O)C3CC3)ccc2O[C@H]1CN(C)Cc1ccc2c(c1)OCO2,1.7
C[C@@H]1CCCCO[C@@H](CN(C)Cc2ccc(C(=O)O)cc2)[C@H](C)CN([C@@H](C)CO)C(=O)c2cc(NS(C)(=O)=O)ccc2O1,0.1
C[C@@H](NC(=O)[C@@H]1[C@@H](CO)[C@@H]2Cn3c(ccc(-c4ccncc4)c3=O)[C@H]1N2C)c1ccccc1,1.2
COc1cccc(NC(=O)N[C@H]2C=C[C@H](CC(=O)NCc3ccccn3)O[C@H]2CO)c1,-2.7
C[C@H](CO)N1C[C@H](C)[C@@H](CN(C)Cc2ccc(-c3ccccc3)cc2)Oc2c(NC(=O)Nc3ccc(F)cc3)cccc2C1=O,0.4
CC(C)C#Cc1cnc2c(c1)C(=O)N([C@H](C)CO)C[C@H](C)[C@H](CN(C)C(=O)Nc1cccc(F)c1)O2,-7.6
O=C(C[C@H]1C[C@@H]2c3cc(NC(=O)C4CCC4)ccc3O[C@@H]2[C@@H](CO)O1)NC1CCCCC1,-0.5
COc1ccc2c3c([nH]c2c1)[C@@H](CO)N(C(=O)Cc1ccccc1)CC31CCN(C(=O)Nc2ccccc2F)CC1,0.6
Cc1ccc(-c2ccc3c(c2)O[C@@H](CN(C)C(=O)Nc2ccc(F)cc2)[C@H](C)CN([C@H](C)CO)S3(=O)=O)cc1,0.2
C[C@H](CO)N1C[C@H](C)[C@@H](CN(C)C(=O)Cc2cccnc2)Oc2ncc(-c3cccnc3)cc2C1=O,-3.5
C[C@@H]1CN([C@H](C)CO)C(=O)c2cc(-c3ccccc3)cnc2O[C@@H]1CN(C)Cc1ccc(C(=O)O)cc1,0.0
COc1ccc(C(=O)Nc2ccc3c(c2)C(=O)N(C)C[C@H](OC)[C@@H](C)CN(C)[C@H](C)CO3)cc1,0.0

# Arranged by molar mass (smallest number first): part of the list above
SMILES,TcdB GH inh
O=C(C[C@H]1C[C@@H]2c3cc(NC(=O)C4CCC4)ccc3O[C@@H]2[C@@H](CO)O1)NC1CCCCC1,-0.5
COc1ccc(C(=O)Nc2ccc3c(c2)C(=O)N(C)C[C@H](OC)[C@@H](C)CN(C)[C@H](C)CO3)cc1,0.0
Cc1ccc(-c2ccc3c(c2)O[C@@H](CN(C)C(=O)Nc2ccc(F)cc2)[C@H](C)CN([C@H](C)CO)S3(=O)=O)cc1,0.2

# Next part.
SMILES,TcdB GH inh
CC(C)NC(=O)N(C)C[C@H]1OCCCC[C@H](C)Oc2ccc(NC(=O)Nc3ccc(F)cc3)cc2C(=O)N([C@H](C)CO)C[C@@H]1C,-0.5
C[C@@H]1CCCCO[C@H](CN(C)Cc2ccncc2)[C@@H](C)CN([C@H](C)CO)C(=O)c2cc(NS(=O)(=O)c3cn(C)cn3)ccc2O1,-1.1
C/C=C/c1cnc2c(c1)C(=O)N([C@@H](C)CO)C[C@H](C)[C@H](CN(C)Cc1ccc3c(c1)OCO3)O2,-1.8
C[C@@H]1CN([C@@H](C)CO)C(=O)c2cc(NC(=O)Nc3ccc(C(F)(F)F)cc3)ccc2O[C@@H]1CN(C)S(=O)(=O)c1ccc(F)cc1,0.2
O=C(C[C@@H]1CC[C@H]2[C@@H](COC[C@@H](O)CN2C(=O)Nc2ccc(Cl)c(Cl)c2)O1)NCc1ccc(Cl)cc1,1.3
CNC[C@@H]1OCCCC[C@@H](C)Oc2ccc(NS(=O)(=O)c3ccc(F)cc3)cc2C(=O)N([C@H](C)CO)C[C@H]1C,1.1
COC(=O)[C@@H]1[C@@H](CO)[C@@H]2Cn3c(ccc(-c4ccccc4)c3=O)[C@@H]2N1S(C)(=O)=O,-0.8
COc1ccc(S(=O)(=O)N(C)C[C@@H]2OCCCC[C@@H](C)Oc3ccc(NS(=O)(=O)c4ccccc4)cc3C(=O)N([C@H](C)CO)C[C@H]2C)cc1,0.5
CCCC(=O)Nc1ccc2c(c1)C(=O)N(C)C[C@H](OC)[C@H](C)CN(C(=O)CC1CC1)[C@@H](C)CO2,-0.8
CC(C)NC(=O)N(C)C[C@@H]1Oc2ccc(NC(=O)C3CC3)cc2CC(=O)N([C@@H](C)CO)C[C@H]1C,-2.1
COc1ccc(S(=O)(=O)N(C)C[C@@H]2Oc3ccc(NC(=O)Nc4ccc(C(F)(F)F)cc4)cc3CC(=O)N([C@H](C)CO)C[C@@H]2C)cc1,0.4
CCC(=O)N1C[C@H](C)[C@@H](OC)CN(C)C(=O)c2ccc(NC(=O)c3ccccc3)cc2OC[C@@H]1C,-1.0
Cc1noc(C)c1S(=O)(=O)Nc1ccc2c(c1)C(=O)N([C@H](C)CO)C[C@@H](C)[C@@H](CN(C)C(=O)CCC(F)(F)F)OCCCC[C@@H](C)O2,0.3
CN(C)CC(=O)Nc1ccc2c(c1)[C@@H]1C[C@@H](CC(=O)NC3CCCC3)O[C@H](CO)[C@@H]1O2,-0.6
COc1ccc(S(=O)(=O)N(C)C[C@H]2OCCCC[C@H](C)Oc3ccc(NC(=O)Nc4c(C)noc4C)cc3C(=O)N([C@H](C)CO)C[C@H]2C)cc1,-1.2
COCC#Cc1ccc2c(c1)O[C@H](CN(C)C(=O)C1CCC1)[C@H](C)CN([C@H](C)CO)S2(=O)=O,0.7
C[C@@H]1CN([C@@H](C)CO)C(=O)c2cc(-c3cncnc3)cnc2O[C@H]1CN(C)Cc1ccc(Oc2ccccc2)cc1,0.6
Cc1cccc(-c2ccc(C3[C@@H]4CN(C(=O)C5CCCC5)C[C@H]3N4)cc2)c1 (stereo partly specified),-0.2&-9.3
CO[C@@H]1CC[C@H]2CCN(C)C(=O)[C@H](C)[C@H](OC)CN(C)C(=O)c3cccc(C#N)c3OC[C@H]1O2,0.6
C[C@@H]1CCCCO[C@H](CN(C)C(=O)C2CCCCC2)[C@@H](C)CN([C@H](C)CO)C(=O)c2cc(NC(=O)C3CCCCC3)ccc2O1,0.0
CO[C@H]1CC[C@@H]2CCOc3c(C#N)cccc3C(=O)N(C)CCCC(=O)N(C)C[C@H]1O2,-2.2
COc1cccc(-c2cnc3c(c2)C(=O)N([C@H](C)CO)C[C@H](C)[C@H](CN(C)S(=O)(=O)c2ccc(F)cc2)O3)c1,0.5
C[C@@H]1CCCCO[C@H](CN(C)C(=O)Nc2ccccc2)[C@@H](C)CN([C@@H](C)CO)C(=O)c2cc(N(C)C)ccc2O1,-12.6
CN(C)CC#Cc1ccc([C@@H]2[C@@H](CO)N3CCCCN(C(=O)Nc4cc(F)ccc4F)C[C@H]23)cc1,0.6
C[C@H](NC(=O)C[C@H]1C[C@@H]2c3cc(N(C)C)ccc3O[C@@H]2[C@H](CO)O1)c1ccccc1,-56.9
C[C@H]1CN([C@@H](C)CO)C(=O)c2cc(-c3cncnc3)cnc2O[C@@H]1CN(C)C(=O)Cc1cccnc1,0.3
CNC[C@@H]1OCCCC[C@H](C)Oc2ccc(NS(=O)(=O)c3ccc(OC)cc3)cc2C(=O)N([C@@H](C)CO)C[C@@H]1C,-0.5
CN1C(=O)c2cc(NS(=O)(=O)c3cccc(F)c3)ccc2OC[C@@H]2O[C@@H](CC(=O)NCCN3CCCCC3)CC[C@H]21,0.9
C[C@@H]1CN([C@@H](C)CO)C(=O)c2cccc(NC(=O)c3nc4ccccc4s3)c2O[C@@H]1CN(C)Cc1ccc(Cl)c(Cl)c1,-0.7
COc1cccc(S(=O)(=O)N2CC[C@@H]3[C@H](CO)N(C)c4ccc(C#Cc5cccnc5)cc4[C@@H]32)c1,-0.8
Cc1noc(C)c1NC(=O)N(C)C[C@@H]1Oc2c(NS(=O)(=O)c3ccc(F)cc3)cccc2C(=O)N([C@H](C)CO)C[C@@H]1C,0.0
O=C(Cc1ccccn1)NCC[C@@H]1CC[C@@H](NC(=O)Nc2ccc(Cl)cc2)[C@H](CO)O1,-6.1
C[C@@H]1CN([C@H](C)CO)C(=O)c2cc(NS(C)(=O)=O)ccc2O[C@@H](C)CCCCO[C@@H]1CN(C)CC1CCCCC1,1.8
C[C@H]1CN([C@@H](C)CO)C(=O)c2cccc(NC(=O)c3nc4ccccc4s3)c2O[C@H]1CN(C)Cc1ccc(C(F)(F)F)cc1,-2.2
C[C@H]1CN([C@@H](C)CO)C(=O)c2cc(NC(=O)Nc3ccc4c(c3)OCO4)ccc2O[C@@H]1CN(C)Cc1ccc(C(=O)O)cc1,-1.7
COCCN(C[C@H]1[C@H](c2ccccc2)[C@H](CO)N1C(C)=O)C(=O)c1cccnc1,2.1
O=C(Nc1ccccc1)N1CCCCN2[C@H](CO)[C@H](c3ccc(-c4ccncc4)cc3)[C@H]2C1,-1.7
CC(C)NC(=O)N1[C@@H](CO)[C@@H]2c3ccccc3N(C(=O)Nc3ccc(Cl)cc3)C[C@@H]21,1.1

# A portion of the library; rates above refer to the full screens.
